# TRPC4 PAM – positive allosteric modulators of TRPC4, primary screen, cell-based, mouse TRPC4beta, HEK293 mu-opioid, Fluo-4 calcium; 0.42% of 310,000 active; B-score at 10 µM; DAMGO EC20, Fluo-4 Ca2+ flux; stronger effect = higher value; AID 2227, 2009; Short transient receptor potential channel 4 (Mus musculus), Q9QUQ5;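 active = B-score of calcium response area above 5 SD of library B-scores, with initial fluorescence ratio within 5 SD of library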;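 note: B-score of integrated fluorescence ratio over time as area under calcium response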
# Target sequence (Q9QUQ5 whole entry, looked up): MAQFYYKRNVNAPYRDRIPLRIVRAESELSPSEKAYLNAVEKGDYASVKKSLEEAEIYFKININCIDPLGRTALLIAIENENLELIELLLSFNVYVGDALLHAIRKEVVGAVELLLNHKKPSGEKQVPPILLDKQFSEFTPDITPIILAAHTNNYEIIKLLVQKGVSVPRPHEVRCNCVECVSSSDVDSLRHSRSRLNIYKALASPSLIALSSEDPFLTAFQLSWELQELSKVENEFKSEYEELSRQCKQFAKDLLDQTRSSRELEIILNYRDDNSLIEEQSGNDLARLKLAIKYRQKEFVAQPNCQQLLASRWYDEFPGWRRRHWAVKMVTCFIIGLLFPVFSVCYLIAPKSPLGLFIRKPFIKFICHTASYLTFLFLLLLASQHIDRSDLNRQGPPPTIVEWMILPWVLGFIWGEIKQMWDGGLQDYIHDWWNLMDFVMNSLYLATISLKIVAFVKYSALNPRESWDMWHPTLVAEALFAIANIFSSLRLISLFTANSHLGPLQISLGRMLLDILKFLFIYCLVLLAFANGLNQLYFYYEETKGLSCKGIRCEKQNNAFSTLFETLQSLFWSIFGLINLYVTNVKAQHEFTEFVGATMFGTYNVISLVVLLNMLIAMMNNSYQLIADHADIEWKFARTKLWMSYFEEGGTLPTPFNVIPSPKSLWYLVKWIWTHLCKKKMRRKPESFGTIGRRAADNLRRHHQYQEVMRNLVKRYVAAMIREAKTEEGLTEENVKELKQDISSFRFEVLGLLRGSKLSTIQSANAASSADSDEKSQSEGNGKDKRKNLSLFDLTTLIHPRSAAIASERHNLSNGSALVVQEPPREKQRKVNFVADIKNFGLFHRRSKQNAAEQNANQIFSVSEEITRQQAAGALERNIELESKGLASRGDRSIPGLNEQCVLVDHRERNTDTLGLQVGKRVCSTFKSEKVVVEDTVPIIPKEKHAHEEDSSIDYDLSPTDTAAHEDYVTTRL
# MrgX1 ag – agonists of human MrgX1 receptor, primary screen, HEK293 cells, Fluo-4 calcium flux; Mas-related G-protein coupled receptor member X1 (Homo sapiens), Q96LB2; Fluo-4 calcium fluorescence, agonist mode; stronger effect = higher value; B-score at 10 µM; 0.44% of 310,000 active;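 active = calcium response B-score plate-corrected fluorescence ratio at least 3 library SD, with starting fluorescence B-score inside 5 SD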
#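 System: HEK293 cells stably expressing human MrgX1 receptor; Dosing: test compound in the initial addition of three; Schedule: overnight plating, then 30 min 37 °C plus 30 min room-temperature dye loading; Detection: kinetic calcium dye fluorescence, Fluo-4 NW; Controls: per-plate positive and negative controls for Z′ factor.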
# MrgX1 PAM – positive allosteric modulators of MrgX1, primary screen, HEK293 cells, Fluo-4 calcium flux; Mas-related G-protein coupled receptor member X1 (Homo sapiens), Q96LB2; FDSS; stronger effect = higher value; B-score at 10 µM; 0.63% of 310,000 active; AID 588675, 2011;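 active = plate-corrected calcium response at least 3 library SD above typical, normal starting fluorescence, not activating the receptor alone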;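 note: compound read alongside a low EC10 to EC30 dose of BAM8-22 agonist; peak minus trough fluorescence over baseline measured at the second addition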
# TRPC6 act – mouse TRPC6 channel activators, primary screen, cell-based, HEK293, membrane potential dye. AID 2550, 2010. B-score at 10 µM. Short transient receptor potential channel 6 (Mus musculus), Q61143. HEK293-TRPC6 membrane potential dye fluorescence; stronger effect = higher value. 0.13% of 310,000 active;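 active = B-score of the integrated fluorescence ratio above library mean plus 3 SD, and starting fluorescence ratio within library mean plus 5 SD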;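 note: higher score means more depolarization so channel activation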
# SKKanGAS inh – S. pyogenes SKKanGAS growth inhibitors in kanamycin, primary screen, streptokinase expression inhibitor project, SKKanGAS strain, BacTiter-Glo luminescence | 6 h | inhibition, % at 7.5 µM | 1.3% of 300,000 active | AID 1662, 2009;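 active = mean replicate score, as percent of positive control median, at least 50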;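 note: strain carries kanamycin resistance gene driven by streptokinase promoter and grows in 40 µg/ml kanamycin; loss of luminescence reflects streptokinase promoter inhibition or plain growth inhibition; 0% = median of DMSO wells and 100% = positive control at its reference dose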
# TMEM16A inh – TMEM16A chloride channel inhibitors, primary screen, cell-based, HTS | HEK293 TMEM16A/YFP iodide influx fluorescence, ionomycin | normalized B-score (activity score, 25-100; higher = stronger inhibition) at 10 µM | AID 588511, 2011 | 1.2% of 310,000 active | Anoctamin-1 (Mus musculus), Q8BHY3;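 active = ratio plate-corrected score three or more library SD toward inhibition, starting fluorescence score within five deviations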;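 note: score derived from kinetic fluorescence span divided by baseline fluorescence per well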
# TRPC6 inhibitor – mouse TRPC6 channel inhibitors, primary screen, cell-based, HEK293, membrane potential dye; ACh-evoked depolarization; stronger effect = lower value; B-score at 10 µM; AID 2553, 2010; 1.1% of 310,000 active;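 active = B-score under library mean minus 3 SD, initial fluorescence not abnormally high, positive integrated signal ratio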;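 note: B-score derived from integrated fluorescence ratio over the kinetic read; more negative B-score means stronger inhibition of depolarization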
# MrgX1 antagonist – antagonists of human MrgX1 receptor, primary screen, HEK293 cells, Fluo-4 calcium flux. 1.3% of 310,000 active. B-score at 10 µM. Mas-related G-protein coupled receptor member X1 (Homo sapiens), Q96LB2. BAM8-22 antagonism; stronger effect = lower value;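 active = calcium-response B-score plate-corrected more than 3 library SD below zero, starting fluorescence within 5 deviations, no agonist response on first addition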;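 note: peak minus trough fluorescence over baseline after final BAM8-22 challenge near maximal dose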
# ANO1 activ – TMEM16A chloride channel activators or potentiators, primary screen, cell-based, HTS; B-score at 10 µM; 0.3% of 340,000 active; Anoctamin-1 (Mus musculus), Q8BHY3; HEK293 TMEM16A/YFP-H148Q/I152L, iodide quench fluorescence; stronger effect = lower value; AID 623877, 2012;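 active = fluorescence-ratio B-score plate-corrected deviation score at least 3 library SD below zero, with starting fluorescence score within 5 deviations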;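 note: channel opened by trigger with iodide after compound preincubation; score built on the fluorescence ratio of max minus min over baseline; more negative score means more quench and so TMEM16A activation or potentiation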
# TRPC4 agonist – activators of mouse TRPC4 channel, primary screen, Fluo4 calcium, HEK293 TRPC4beta/mu-opioid cells | Fluo4 calcium fluorescence; stronger effect = higher value | B-score at 10 µM | 0.49% of 310,000 active | Short transient receptor potential channel 4 (Mus musculus), Q9QUQ5;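 active = B-score above 5 SD of library B-scores, and initial fluorescence ratio not above library mean plus 5 SD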;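 note: positive B-score marks a calcium rise read as TRPC4 activation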
#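 System: HEK293 cells stably co-expressing mouse TRPC4beta and mu-opioid receptor; Schedule: Fluo4 dye loading 45 min at room temperature, 110 s recording; Detection: Fluo4 fluorescence, kinetic; Evaluation: B-scored integrated calcium fluorescence ratio; Controls: buffer (low) and maximal DAMGO (high).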
# TRPC4 block – inhibitors of mouse TRPC4 channel, primary screen, Fluo4 calcium, HEK293 TRPC4beta/mu-opioid cells; B-score at 10 µM; DAMGO-evoked Fluo4 calcium flux; stronger effect = lower value; 0.39% of 300,000 active;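 active = B-score over 3 SD under the library average, no early fluorescence shift, positive overall ratio signal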
#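 material = TRPC4beta/mu-opioid receptor HEK293 cell line | probe or stimulus = sequential submaximal and maximal DAMGO stimulation | compound dosing = one concentration per compound | measured by = Fluo4 Ca2+ flux fluorescence | evaluation = integrated fluorescence ratio relative to baseline, converted to per-well B score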
# Numbers without * were called inactive; i = inactive; · = no result given.
# Every second line gives: TRPC4 PAM | MrgX1 ag | MrgX1 PAM | TRPC6 act | SKKanGAS inh | TMEM16A inh | TRPC6 inhibitor | MrgX1 antagonist | ANO1 activ | TRPC4 agonist | TRPC4 block
- COc1ccc(NC(=O)CS(=O)(=O)c2ccc(C)cc2)c(OC)c1
  i | i | i | i | -4 | i | i | i | i | i | i
- CCOc1ccc(N2CC(C(=O)NCCc3ccc(OC)c(OC)c3)CC2=O)cc1 (centres undefined)
  i | · | · | i | 1 | · | i | · | i | i | i
- O=S(=O)(c1ccc(F)cc1)N1CC2CCCN2c2ccc(C(F)(F)F)cc21 (centres undefined)
  i | i | i | i | 3 | i | i | i | i | i | i
- N#C/C(=C(/O)CN1CCOCC1)c1nc2ccccc2s1
  i | i | i | i | -7 | i | i | i | i | i | i
- COc1ccccc1NS(=O)(=O)c1ccc2c(c1)N(C(C)=O)CC(C)S2 (centres undefined)
  i | i | i | i | -1 | i | i | i | i | i | i
- O=C(NCc1ccccc1F)C1CCCN1C(=O)NCc1ccccc1 (centres undefined)
  i | i | i | i | -20 | i | i | i | · | i | i
- O=C(CSc1ccc(-c2ccco2)nn1)Nc1cccc(F)c1
  i | i | i | i | 2 | i | i | i | i | i | i
- CNC(=S)NNC(=O)CNc1ccc(C)c(Cl)c1
  i | i | i | i | 3 | i | i | i | i | i | i
- CCC(C)NC(=O)c1ccccc1NC(=O)c1ccc(CSc2ccccc2)cc1 (centres undefined)
  i | i | i | i | 17 | i | i | i | i | i | i
- CCOc1cc(-c2c(C#N)c(N)nc3c2CCCC3)ccc1O
  i | i | i | i | 1 | i | i | i | i | i | i
- CC(=O)c1ccc(NC(=O)Cc2ccsc2)cc1
  i | i | i | i | 0 | i | i | i | i | i | i
- O=C(CN(Cc1ccccc1)S(=O)(=O)c1ccc(F)cc1)NCc1ccncc1
  i | i | i | i | 2 | i | i | i | i | i | i
- CCOc1ccc(/C=N/NC(=O)NC23CC4CC(CC(C4)C2)C3)cc1O
  i | i | i | i | 17 | i | i | i | i | i | i
- Cc1nc(/C=C/c2ccccc2)[nH]c(=O)c1-c1ccccc1
  i | i | i | i | 1 | i | i | i | i | i | i
- Cc1cc(NC(=O)c2c(Br)cnn2C)no1
  i | · | · | i | -5 | · | i | · | i | i | i
- N#CCCNS(=O)(=O)c1ccc(C(=O)OCCCOC(=O)c2ccc(S(=O)(=O)NCCC#N)cc2)cc1
  i | i | i | i | 2 | i | i | i | i | i | i
- CC(=O)NS(=O)(=O)c1ccc(NC(=O)c2cc(-c3ccc(C)c(C)c3)nc3ccccc23)cc1
  i | i | i | i | 20 | i | i | i | i | i | i
- COCCOC(=O)c1c(C)oc2ccc(OCC=C(C)C)cc12
  i | i | i | i | -14 | i | i | i | i | i | i
- Cn1c(=O)c2[nH]c(-c3ccccc3O)nc2n(C)c1=O
  i | i | i | i | -1 | i | i | i | · | i | i
- COc1ccc(-c2nn3cnnc3s2)cc1OC
  i | i | i | i | 3 | i | i | i | i | i | i
- CC1CN(S(=O)(=O)c2ccc(NC(=O)c3cc(-c4ccccc4O)n[nH]3)cc2)CC(C)O1 (centres undefined)
  i | i | i | i | 19 | i | i | i | i | i | i
- Cc1ccc(NC(=O)c2cc(S(=O)(=O)N3CCCC3)c[nH]2)c(C)c1
  i | i | i | i | -6 | i | i | i | i | i | i
- COCCCNC(=O)CCc1nc(-c2ccccc2Cl)no1
  i | i | i | i | 7 | i | i | i | i | i | i
- COc1ccccc1C(=O)NNC(=O)c1ccc(Br)o1
  i | i | i | i | 0 | i | i | i | i | i | i
- O=C(NCCO)C1(c2ccccc2)CCCC1
  i | i | i | i | 1 | i | i | i | i | i | i
- CCN(CC)S(=O)(=O)c1ccc(S(=O)(=O)N2CCCC(C(=O)NC3CC3)C2)cc1 (centres undefined)
  i | i | i | i | -6 | i | i | i | i | i | i
- CC1=NC(C(F)(F)F)(C(F)(F)F)C2=C(CC(C)(C)CC2=O)N1Cc1ccco1
  i | i | i | i | 0 | i | i | i | i | i | i
- O=C(CSc1nnc(Cc2cc(=O)[nH]c(=O)[nH]2)n1-c1ccccc1)N1CCCc2ccccc21
  · | i | i | · | · | i | · | i | i | · | ·
- CC(=O)N1CCCc2cc(S(=O)(=O)N3CCCC(C)C3)ccc21 (centres undefined)
  i | i | i | i | -2 | i | i | i | i | i | i
- Cc1nnc(SCc2ccccc2F)n1NCc1cccs1
  i | i | i | i | -6 | i | i | i | i | i | i
- O=C(CC(c1ccccc1)(c1ccccc1)c1ccccc1)N[C@@H](Cc1ccccc1)C(=O)O
  i | i | i | i | 12 | i | i | i | i | i | i
- CC(C)CCC(O)(c1ccccc1)C(CN1CCOCC1)c1ccccc1 (centres undefined)
  i | i | i | i | -2 | i | i | i | i | i | i
- CN1CCN(C(=S)NC(=O)/C=C/c2cccs2)CC1
  i | i | i | i | -3 | i | i | i | i | i | i
- COc1cccc(-n2c(SCC(N)=O)nc3ccccc3c2=O)c1
  i | i | i | i | -6 | i | i | i | i | i | i
- CN1C(=O)c2ccc(NC(=O)CCS(=O)(=O)c3ccccc3)cc2C1=O
  i | i | i | i | -3 | i | i | i | i | i | i
- Cn1c(SCC(=O)Nc2sccc2C(N)=O)nnc1-c1ccncc1
  i | i | i | i | -17 | i | i | i | i | i | i
- N#Cc1c(N)oc(-c2ccccc2)c1-c1ccccc1
  i | i | i | i | -5 | i | i | i | i | i | i
- OCC[C@H]1C[C@@H](O)[C@H](O)[C@]2(Cc3ccccc3CO2)O1
  · | i | i | · | · | i | · | i | i | · | ·
- CC1CCCC(NC(=O)CCn2c(=O)oc3ccccc32)C1C (centres undefined)
  i | i | i | i | 5 | i | i | i | i | i | i
- CC(=O)/C(=N\Nc1cccc(Cl)c1)Sc1nnc(-c2ccccc2)n1-c1ccccc1
  i | i | i | i | 10 | i | i | i | i | i | i
- COc1ccc2c(Cl)c(-c3nnco3)sc2c1
  i | i | i | i | -4 | i | i | i | i | i | i
- CN1CCN(/C(=N\O)c2nonc2N)CC1
  i | i | i | i | 5 | i | i | i | i | i | i
- CC(C)c1c(C(=O)N/N=C/c2cccc(OCc3ccccc3)c2)nnn1-c1nonc1N
  i | i | i | i | 81* | i | i | i | i | i | i
- COC(=O)Cc1c(C)nc2nc(-c3ccc(Cl)cc3)[nH]n2c1=O
  i | i | i | i | -4 | i | i | i | i | i | i
- CCCCNc1nc2c(c(=O)n(C)c(=O)n2C)n1CCC
  i | i | i | i | 5 | i | i | i | i | i | i
- CCNC(=O)CCC(=O)Nc1cc(Cl)ccc1C
  i | i | i | i | 0 | i | i | i | i | i | i
- COc1ccc(NC(=O)CC2Nc3cccc4cccc(c34)NC2=O)cc1 (centres undefined)
  i | i | i | i | 5 | i | i | i | i | i | i
- O=S(=O)(c1ccc2ccccc2c1)N1CCN=C1SCc1cccnc1
  i | i | i | i | -4 | i | i | i | i | i | i
- COc1ccc(Br)cc1CN1CCN(C(=O)c2ccco2)CC1
  i | i | i | i | 4 | i | i | i | i | i | i
- CC(=O)c1cccc(NC(=O)c2cc(-c3ccco3)nc3ccccc23)c1
  i | i | i | i | -3 | i | i | i | i | i | i
- Cc1ccc(CN2C(=O)c3ccccc3Sc3ccc(C(=O)NCCCN4CCOCC4)cc32)cc1
  i | i | i | i | -1 | i | i | i | i | i | i
- CCn1c(NC(=O)c2ccccc2F)c(-c2cccs2)c(=O)c2ccccc21
  i | i | i | i | 0 | i | i | i | i | i | i
- COc1cccc(/C=N/NC(=O)c2oc3nc(-c4ccccc4)cc(-c4ccco4)c3c2N)c1
  i | i | i | i | 34 | i | i | -4.7* | i | i | i
- CCOC(=O)n1c(=O)n(C)c2ccc(Br)cc21
  i | i | i | i | 0 | i | i | i | i | i | i
- COC(=O)c1ccc(C(=O)N2CCCC(CNC(=O)c3ccc(F)cc3)C2)cc1 (centres undefined)
  i | i | i | i | -2 | i | i | i | i | i | i
- COCCNC(=O)CN(CC1CCCO1)C(=O)CCC(=O)Nc1ccccn1 (centres undefined)
  i | i | i | i | 4 | i | i | i | i | i | i
- CSCCC1NC(=O)N(C(C)C(=O)Nc2cc(Cl)cc(Cl)c2)C1=O (centres undefined)
  i | i | i | i | 3 | i | i | i | i | i | i
- COC(=O)c1ccccc1NC(=O)c1ccc2c(c1)CC(C)O2 (centres undefined)
  i | i | i | i | -8 | i | i | i | i | i | i
- COc1ccccc1C1CCCN1Cc1nc(-c2cc3c(cc2Cl)OCO3)oc1C (centres undefined)
  i | i | i | i | 14 | i | i | i | i | i | i
- O=C1NCCN1C(=O)c1ccco1
  i | i | i | i | -6 | i | i | i | i | i | i

# Further structures
# Every second line gives: TRPC4 PAM | MrgX1 ag | MrgX1 PAM | TRPC6 act | SKKanGAS inh | TMEM16A inh | TRPC6 inhibitor | MrgX1 antagonist | ANO1 activ | TRPC4 agonist | TRPC4 block
- C/C(=N\Nc1ccc(Cl)cc1)c1ccncc1
  i | i | i | i | -2 | i | i | i | i | i | i
- O=C(O)CCc1nn2cc(-c3ccccc3)nc2[nH]c1=O
  i | i | i | i | -6 | i | i | i | i | i | i
- O=C(CCN1C(=O)[C@@H]2Cc3ccccc3CN2C1=O)NCc1ccccc1
  i | i | i | i | -2 | i | i | i | i | i | i
- Cc1ccc(NC(=O)CSCC(=O)NNC(=O)c2ccoc2C)cc1
  i | i | i | i | -11 | i | i | i | i | i | i
- OCCNc1nc(Nc2ccccc2)nc2ccccc12
  i | i | i | i | 6 | i | -9.6* | i | i | i | i
